Shiga inhibitor – blocks Shiga toxin action in Vero cells | Vero cells, Shiga toxin protein synthesis inhibition reporter | inhibition, % at 38.7 µM | 9.2% of 290,000 active; in the data active = inhibition mostly above about 28%, no sharp cut-off; inactive = mostly below about 43%; note: 0% is about no effect
Tb PYK inh – inhibitors of Trypanosoma brucei pyruvate kinase; Q57TT1; TbPYK enzyme, Kinase-Glo Plus ATP luminescence, 45 min; Potency, µM (top dose mostly 76.8 µM), for the others: at the top dose activity, negative = inhibition, usual class: inhibitors; 0.12% of 410,000 active; AID 624173; note: potency is the fitted concentration of half-maximal effect; % is set by controls: 0 for no effect and ±100 for the full control effect; nearly all actives have a fitted effect of over 50% in size
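TbPYK + substrate in 50 mM TEA pH 7.2, 100 mM KCl, 10 mM MgCl2, 0.05% BSA, 0.01% Tween-20; cpd pinned; ADP 130 uM final; 45 min RT; Kinase-Glo Plus 10 min; luminescence endpoint.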
CHX counter – affects cycloheximide protein synthesis inhibition readout, counter-screen | cell reporter, cycloheximide protein synthesis inhibition counterscreen | max response, % | 12% of 300,000 active; in the data active = max response mostly above about 13%, no sharp cut-off; inactive = mostly below about 14%; note: read at 38.3 µM for the half of the compounds with a filed dose; 0% is about no effect
Pf growth 48h – inhibits P. falciparum growth in the first generation, 48 h; AID 504832; P. falciparum luciferase growth in erythrocytes, 48 h; Potency, µM (highest dose often 28.7 µM), without a hit: at the top dose activity change, negative = inhibition, usual class: inhibitors; 5.9% of 310,000 active; note: potency is the fitted concentration of half-maximal effect; % is set by controls: 0 for no effect and ±100 for the full control effect
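First compound was added to culture medium, then infected red cells at 0.1% parasitemia and 2% hematocrit (final). After incubation at 37 C under 5% CO2, luciferase detection reagent was dispensed and light output recorded.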
LmPK inh – LmPK (Leishmania mexicana) enzyme inhibition; Q27686; purified LmPK, Kinase-Glo ATP luminescence, 1 h; Potency, µM (top dose mostly 57.5 µM), for the others: top-dose activity change, negative = inhibition, usual class: inhibitors; 0.37% of 290,000 active; note: potency is the fitted concentration of half-maximal effect; % is set by controls: 0 for no effect and ±100 for the full control effect
Target sequence (Q27686 whole entry, looked up): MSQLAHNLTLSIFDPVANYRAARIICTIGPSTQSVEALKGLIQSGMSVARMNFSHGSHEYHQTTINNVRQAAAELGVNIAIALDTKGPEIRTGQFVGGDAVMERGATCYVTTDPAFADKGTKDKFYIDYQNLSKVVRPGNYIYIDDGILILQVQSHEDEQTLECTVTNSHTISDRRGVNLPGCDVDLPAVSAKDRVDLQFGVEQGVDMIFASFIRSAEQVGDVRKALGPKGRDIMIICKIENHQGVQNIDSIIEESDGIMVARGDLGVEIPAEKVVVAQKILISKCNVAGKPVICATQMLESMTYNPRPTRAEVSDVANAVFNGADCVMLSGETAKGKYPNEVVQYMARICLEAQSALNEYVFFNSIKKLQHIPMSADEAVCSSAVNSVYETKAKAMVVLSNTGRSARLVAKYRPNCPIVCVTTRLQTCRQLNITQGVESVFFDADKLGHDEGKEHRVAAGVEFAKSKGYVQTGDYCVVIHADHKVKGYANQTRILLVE
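Kinase-Glo luminescence read after 1 h RT reaction of 0.1 nM LmPK with 0.5 mM PEP and 0.1 mM ADP. Activity scaled between uninhibited and enzyme-free controls.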
Pf growth 96h – P. falciparum growth inhibition at 96 hours. 6.9% of 320,000 active. P. falciparum luciferase reporter growth, 96 h. AID 504834. Potency, µM (doses to about 28.7 µM), for inactives: at the highest dose activity change, negative = inhibition, usual class: inhibitors; note: potency is the fitted concentration of half-maximal effect; % is set by controls: 0 for no effect and ±100 for the full control effect
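Plates of compound plus infected erythrocytes (2% hematocrit, 0.05% parasitemia final) incubate 96 hours, 37 C, 5% CO2. Detection reagent added; reduced luminescence from the parasites' luciferase reporter flags inhibition.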
HCV inh – blocks hepatitis C virus; Potency, µM (top dose mostly 41.8 µM), for inactives: top-dose activity change, negative = inhibition, usual class: inhibitors; Huh7.5.1 HCVcc-Cre infection, luciferase reporter, 44 h; 3.4% of 340,000 active; note: potency is the fitted concentration of half-maximal effect; % is set by controls: 0 for no effect and ±100 for the full control effect
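Whole-lifecycle infectious HCVcc-Cre system; cells 1,000/well, compound then virus (~0.5 moi) added 4 h after plating, 44 h culture. Luciferase read 15 sec following 15 min substrate incubation, room temp.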
An asterisk follows results filed as active; ? = inconclusive; nt = not tested or not shown; & = joins results of further samples; [ ] = dose if it differs, or a comment. Unless noted, calls come from the whole dose curve; as a rule, active = well fitted curve in the direction sought with a large enough effect; inconclusive = small, poorly fitted or top-dose-only effect, or another doubt; inactive = no such curve, though single readings can be large; an effect the other way counts as inactive or inconclusive. Rows are unselected, and some 24% of all compounds hit somewhere here.

Short keys: A = Shiga inhibitor; B = Tb PYK inh; C = CHX counter; D = Pf growth 48h; E = LmPK inh; F = Pf growth 96h; G = HCV inh
O=C(NCCc1c[nH]c2ccccc12)C(=O)NCC1OCCN1S(=O)(=O)c1cc(F)ccc1F (configuration not stated)
  A = 3 | B = -1% | C = -6 | D = ? | E = 4% | F = ? | G = -27%

O=C(CSc1nc2ccccc2s1)c1ccc(O)cc1O
  A = 59* | B = 1% | C = 22* | D = 33%[activator] | E = -1% | F = 45%[activator] | G = -2%

COc1ccc(NC(=O)C2CCCN(C(=O)Nc3cccc(OC)c3)C2)cc1 (configuration not stated)
  A = 57 | B = -5% | C = 5 | D = 16% | E = -1% | F = ? | G = -4%

Cc1cc(OC(C)C(=O)NCC(O)c2ccccc2)c2c3c(c(=O)oc2c1)CCC3 (configuration not stated)
  A = -5 | B = 2% | C = -2 | D = -14% | E = 6% | F = ? | G = -27%

c1ccc2c(c1)nnn2CNc1nccs1
  A = -15 | B = 5% | C = -5 | D = 7% | E = 1% | F = 16% | G = 14%

CCc1n[nH]c(=S)n1/N=C/c1ccccn1
  A = nt | B = -32% | C = -4 | D = -28% | E = 35% | F = ? | G = 21%

O=C1c2ccccc2C(O)(c2ncc[nH]2)N1C1CCCCC1 (configuration not stated)
  A = -5 | B = -10% | C = -3 | D = 13% | E = 2% | F = ? | G = 11%

C/C(=N\Nc1ccc([N+](=O)[O-])cc1)c1cc2ccccc2o1
  A = 3 | B = -2% | C = 11 | D = 34%[activator] | E = 4% | F = 15% | G = ?

Cc1c(Cl)cccc1NC(=O)CSC(N)=O
  A = -15 | B = 2% | C = 4 | D = -16% | E = 0% | F = 28% | G = 4%

CN(C)c1ccc(NC(=O)CN2C(=O)CN=C(c3ccccc3)c3cc(Cl)ccc32)cc1
  A = -4 | B = -16% | C = -4 | D = nt | E = 5% | F = -13% | G = -27%

CC(C)N=C1CC(C)(C)CC(=O)/C1=C(/O)CCCN1C(=O)c2ccccc2C1=O
  A = -16 | B = -2% | C = -4 | D = 6% | E = -3% | F = 29% | G = -29%

Cc1ccc(O)c(NC(=O)Cc2ccc3ccccc3c2)c1
  A = 13 | B = -2% | C = 8 | D = -7% | E = 4% | F = ? | G = ?

O=C(CSc1ccccc1)Nc1ccc(C(=O)Nc2cccc(O)c2)cc1
  A = 66* | B = -3% | C = 32* | D = -3% | E = 0% | F = 9% | G = ?

CCN(CC)C(=O)C(=O)N/N=C/c1ccc(Cl)cc1Cl
  A = 55 | B = 5% | C = 17 | D = 42%[activator] | E = 0% | F = ? | G = -2%

Cc1ccc(NC(=O)c2ccncc2)cc1S(=O)(=O)N(C)C
  A = 7 | B = 8% | C = 0 | D = 18% | E = -1% | F = 12% | G = 0%

O=C(COc1ccc2c(-c3ccccc3)cc(=O)oc2c1)NC1CCS(=O)(=O)C1 (configuration not stated)
  A = nt | B = -16% | C = nt | D = -6% | E = nt | F = 1% | G = ?

CCCCCCN=C(C)C1=C(O)C(C(=O)OC)C(C)(C)CC1=O (configuration not stated)
  A = 22 | B = -8% | C = 3 | D = ? | E = 0% | F = ? | G = 0%

Cc1cc(C)cc(N(C(=O)c2csnn2)C(C(=O)NC(C)(C)C)c2ccccn2)c1 (configuration not stated)
  A = -17 | B = -2% | C = -1 | D = -6% | E = -2% | F = 4% | G = -3%

O=C(Nc1ccc2c(c1)OCCO2)c1ccc(Br)c(S(=O)(=O)N2CCOCC2)c1
  A = 52* | B = 2% | C = 32* | D = 2.3µM* | E = -5% | F = -20% | G = ?

COc1ccccc1NC(=S)NCCc1ccc(Cl)cc1
  A = -7 | B = 0% | C = -1 | D = ? | E = -1% | F = ? | G = -26%

CC(=O)N1CCc2cc(S(=O)(=O)CCC(=O)NCc3ccc(F)cc3)ccc21
  A = 2 | B = 6% | C = -4 | D = -2% | E = -3% | F = -3% | G = -26%

COc1ccc(S(=O)(=O)N2CCOC2CNC(=O)C(=O)NCc2ccc(F)cc2)cc1OC (configuration not stated)
  A = -14 | B = 10% | C = -1 | D = 8% | E = -7% | F = ? | G = -24%

Cc1sc2ncn(CCn3cnc4sc(C)c(C)c4c3=O)c(=O)c2c1C
  A = -5 | B = 2% | C = -2 | D = -6% | E = -2% | F = 1% | G = ?

CC12CC(NC(=O)N1CCc1ccccc1)c1cc(Cl)ccc1O2 (configuration not stated)
  A = 7 | B = -12% | C = -2 | D = -30% | E = 1% | F = 92%[activator] | G = -12%

O=C(NCC1CCCO1)c1ccccc1NS(=O)(=O)c1ccc(F)cc1 (configuration not stated)
  A = nt | B = 4% | C = nt | D = 0% | E = nt | F = ? | G = 31%[activator]

COc1ccccc1-n1ccnc1SCC(=O)NC1CCCC1
  A = -5 | B = -2% | C = -1 | D = -5% | E = 1% | F = -13% | G = ?

CN(C)S(=O)(=O)c1ccc(NC(=O)COC(=O)c2ccccn2)cc1
  A = 11 | B = -16% | C = -3 | D = -14% | E = 0% | F = 43%[activator] | G = 2%

C[C@@H](C(=O)Nc1nc2ccc(F)cc2s1)N1C(=O)C2CC=CCC2C1=O (some centres not stated)
  A = 57 | B = -2% | C = 23* | D = ? | E = 8% | F = 11% | G = -2%

CSCCC(NC(=O)c1ccccc1)C(=O)OCC(=O)Nc1ccc(C)c(Cl)c1 (configuration not stated)
  A = 14 | B = -14% | C = 0 | D = 27% | E = 5% | F = nt | G = 11%

Cc1nn(-c2ccccc2)c(C)c1NC(=O)COc1ccc(Cl)cc1Cl
  A = -7 | B = -12% | C = -2 | D = -14% | E = -5% | F = 8% | G = ?

NC(=O)[C@H]1CC2(CC(c3cccc(NC(=O)COc4ccc(Cl)cc4)c3)=NO2)CN1C(=O)[C@H]1CCC(=O)N1 (some centres not stated)
  A = -4 | B = 3% | C = 1 | D = ? | E = 5% | F = 24% | G = 66%[activator]

CC[N+](CC)(CC#CCO)CC#Cc1ccccc1
  A = 27 | B = -3% | C = -6 | D = ? | E = 6% | F = 10µM* | G = 12%

CC(=O)Nc1sc(C)c(C)c1C(=O)OCCOc1ccccc1
  A = 113* | B = 7% | C = 48* | D = 88%[activator] | E = 4% | F = 90%[activator] | G = ?

O=C(COC(=O)c1cccc(S(=O)(=O)N2CCc3ccccc3C2)c1)NCc1ccco1
  A = -6 | B = 0% | C = 1 | D = 0% | E = -6% | F = 7% | G = 11%&5%

CC(=O)Nc1ccc(C(=O)COC(=O)C2CCCCC2)c(F)c1
  A = nt | B = 3% | C = nt | D = 21% | E = nt | F = 22% | G = 4%

O=C(N/N=C/c1ccco1)c1ccc(NC(=O)c2ccccc2Cl)cc1
  A = -8 | B = -3% | C = 3 | D = 0% | E = 3% | F = ? | G = -6%

COc1cc(C#N)ccc1OCC(=O)Nc1ccc(C)c(S(=O)(=O)N2CCOCC2)c1
  A = 13 | B = 1% | C = -4 | D = -10% | E = 10% | F = ? | G = ?

COC(=O)CSc1nc2ccccc2c(=O)n1C
  A = 18 | B = -2% | C = -1 | D = 1% | E = -5% | F = ? | G = 9%

CC1CCCC(C)N1C(=O)COC(=O)CNC(=O)C12CC3CC(CC(C3)C1)C2 (configuration not stated)
  A = nt | B = 1% | C = nt | D = -19% | E = nt | F = 16% | G = 23%

O=C(Nc1cccc(C(=O)O)c1)/C(=C\c1ccco1)NC(=O)c1ccc(Br)o1
  A = -8 | B = ? | C = -4 | D = 24% | E = -3% | F = 83%[activator] | G = 4%

O=C(Nc1ccc2c(c1)oc1ccc(S(=O)(=O)N3CCCC3)cc12)C1CC1
  A = 3 | B = -3% | C = -1 | D = ? | E = 0% | F = nt | G = ?

Cc1ccc(CNC(=O)c2cc(=O)c3ccc(C)cc3o2)cc1
  A = 39 | B = 6% | C = 4 | D = 19% | E = 3% | F = 15% | G = ?

CCN1CCN(CCCNC(=O)C2c3ccccc3C(=O)N(C)C2c2ccc(OC)cc2)CC1 (configuration not stated)
  A = -16 | B = -5% | C = 2 | D = 12% | E = -7% | F = 35%[activator] | G = 12%

CC(C)Cn1c(N2CCN(C(=O)/C=C/c3ccccc3)CC2)nc2ccccc21
  A = -3 | B = -3% | C = 3 | D = 0% | E = 5% | F = ? | G = ?

Cn1c(N)c(C(=O)COC(=O)C2CCC(C(C)(C)C)CC2)c(=O)n(C)c1=O (configuration not stated)
  A = 32 | B = -1% | C = -1 | D = 13µM* | E = 6% | F = nt | G = 8%

Structures above that contain an NH in an aromatic ring:
Short keys: A = Shiga inhibitor; B = Tb PYK inh; C = CHX counter; D = Pf growth 48h; E = LmPK inh; F = Pf growth 96h; G = HCV inh
O=C(NCCc1c[nH]c2ccccc12)C(=O)NCC1OCCN1S(=O)(=O)c1cc(F)ccc1F (configuration not stated)
  A = 3 | B = -1% | C = -6 | D = ? | E = 4% | F = ? | G = -27%

CCc1n[nH]c(=S)n1/N=C/c1ccccn1
  A = nt | B = -32% | C = -4 | D = -28% | E = 35% | F = ? | G = 21%

O=C1c2ccccc2C(O)(c2ncc[nH]2)N1C1CCCCC1 (configuration not stated)
  A = -5 | B = -10% | C = -3 | D = 13% | E = 2% | F = ? | G = 11%

Other results:
Short keys: A = Shiga inhibitor; B = Tb PYK inh; C = CHX counter; D = Pf growth 48h; E = LmPK inh; F = Pf growth 96h; G = HCV inh
CC(C)(C)n1ncc2c(=O)n(Cc3ccc(Cl)cc3Cl)cnc21
  A = 26 | B = 2% | C = 3 | D = 55%[activator] | E = 3% | F = -18% | G = ?

CC(=O)CCc1ccc2oc(C(=O)O)c(C)c2c1
  A = 15 | B = 2% | C = 9 | D = 15% | E = -2% | F = -6% | G = 19%

Cc1[nH]n(-c2ccccc2)c(=O)c1C=NCCc1ccccc1
  A = 66* | B = 5% | C = 21* | D = 14% | E = -1% | F = 38%[activator][5.75 µM] | G = -9%

O=C(NC1CCCCCC1)c1cccs1
  A = 68* | B = -2% | C = 38* | D = ? | E = -5% | F = -16% | G = 10%

CC(C)C(NS(=O)(=O)c1cccs1)C(=O)N1CCc2ccccc2C1 (configuration not stated)
  A = -7 | B = -10% | C = -5 | D = ? | E = 1% | F = ? | G = 15%

COc1ccc2oc(C(=O)N3CCN(S(=O)(=O)c4cccc([N+](=O)[O-])c4)CC3)c(C)c2c1
  A = 5 | B = -2% | C = -2 | D = ? | E = 0% | F = 8.3µM* | G = 4%

CC(NC(=O)CCNC(=O)N1CCn2c1nc1ccccc12)c1ccccc1 (configuration not stated)
  A = 25 | B = 7% | C = -2 | D = 4% | E = -4% | F = 3% | G = 19%

COc1ccc(-c2nn(CCC#N)cc2/C=N/O)cc1
  A = -4 | B = -24% | C = 4 | D = 46%[activator] | E = 1% | F = 29% | G = 6%

O=C(NCCC1=CCCCC1)C1CCN(S(=O)(=O)c2ccccc2)CC1
  A = 10 | B = 1% | C = -1 | D = -22% | E = 2% | F = -1% | G = 8%

COc1ccc(-c2nnc(SCC3CCCO3)n2C)cc1 (configuration not stated)
  A = 61 | B = -2% | C = 38* | D = 53% | E = 1% | F = -8% | G = 10%

CCOC(=O)C1=NN(c2ccccc2)C(c2ccccc2)CC1=O (configuration not stated)
  A = -1 | B = 3% | C = 1 | D = ? | E = -1% | F = ? | G = -4%

Bioassay records from PubChem.
